# Compound activity as filed in PubChem.
# Lamin A splicing = changes lamin A minigene splicing in HeLa cells. Potency, µM (series often up to 46.1 µM), for inactives: at the highest dose ratio change, negative = inhibition, hits mostly inhibitors. HeLa LMNA splicing GFP/RFP minigene ratio, 48 h. AID 1487. 0.01% of 200,000 active; active = well fitted inhibition curve with a large enough effect in the signal ratio, with a control signal flat, not every such curve was filed as active; inconclusive = small, poorly fitted or top-dose-only effect, or effect the other way, or a change in a side signal; the % refers to the signal ratio; also: % is scaled to controls: 0 for no effect and ±100 for the full control effect
#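 S3 HeLa stable clones carrying a lamin A-EGFP splicing minigene plus DsRed2 were seeded at 600 cells/well in Opti-MEM with 2% FBS, pin-dosed and incubated 48 h at 37°C. Acumen cytometry (488 nm) gave the GFP/RFP total-intensity ratio.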
# ALDH1A1 block = blocks purified human ALDH1A1 activity; P00352; Purified ALDH1A1, NADH fluorescence, propionaldehyde substrate; Potency, µM (highest dose often 75.3 µM), inactives show at the top dose activity, negative = inhibition, hits mostly inhibitors; 7.3% of 220,000 active; active = well fitted inhibition curve with a large enough effect, not every such curve was filed as active; inconclusive = small, poorly fitted or top-dose-only effect, or another doubt; inactive = no such curve, though single readings can be large or run the other way;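 also: plate controls were no enzyme wells and a reference inhibitor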
# TRb-SRC2 inh = TRbeta-SRC2 interaction inhibition; 0.065% of 280,000 active; P10828; Potency, µM (doses to about 106 µM), for inactives: at the highest dose activity change, negative = inhibition, most hits filed as inhibitors; AID 1469; TRbeta-SRC2 peptide binding, fluorescence polarization; receptor liganded with 1 µM T3;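 also: plate controls were bound peptide for no effect and peptide without receptor for full effect; nearly all actives have a fitted effect of over 50% in size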
#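 Compounds were added to 0.6 uM TRb ligand-binding domain and 20 nM Texas Red-labeled SRC2 peptide in Tris buffer containing 1 uM T3, incubated 5 hr at ambient temperature, then read by fluorescence polarization.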
# KDM4E inh = JMJD2E (human) inhibition; B2RXH2; JMJD2E catalytic domain, FDH-coupled NADH fluorescence (FDH is formaldehyde dehydrogenase); Potency, µM (doses to about 57.1 µM), without a hit: top-dose activity change, negative = inhibition, actives largely listed as inhibitors; 1.6% of 230,000 active; AID 2147; active = well fitted inhibition curve with a large enough effect, not every such curve was filed as active; inconclusive = small, poorly fitted or top-dose-only effect, or another doubt; inactive = no such curve, though single readings can be large or run the other way;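 also: 0% = wells with enzyme and -100% = buffer wells without enzyme; nearly all actives have a fitted effect of over 50% in size; many of its hits are not listed in these tables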
# Target sequence (B2RXH2 1-337 limits assumed): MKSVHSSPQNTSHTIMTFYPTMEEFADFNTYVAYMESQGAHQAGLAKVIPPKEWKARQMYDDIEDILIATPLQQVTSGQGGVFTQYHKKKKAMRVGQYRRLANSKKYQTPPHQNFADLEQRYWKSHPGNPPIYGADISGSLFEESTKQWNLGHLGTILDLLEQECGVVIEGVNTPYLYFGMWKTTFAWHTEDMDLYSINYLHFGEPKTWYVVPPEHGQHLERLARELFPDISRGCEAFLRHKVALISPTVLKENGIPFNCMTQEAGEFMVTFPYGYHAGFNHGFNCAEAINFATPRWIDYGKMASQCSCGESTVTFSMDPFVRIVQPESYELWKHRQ
# RGS12 GoLoco inh = blocks human Gai1 binding to RGS12 GoLoco peptide, red readout; 0.44% of 230,000 active; Potency, µM (titrated, usually from 61.6 µM), inactives show at the highest dose activity, negative = inhibition, hits mostly inhibitors; P63096; Gai1:RGS12 GoLoco peptide FP, rhodamine, 10 min; active = well fitted inhibition curve with a large enough effect, not every such curve was filed as active; inactive = no such curve, though single readings can be large or run the other way; also: % is scaled to controls: 0 for no effect and ±100 for the full control effect; nearly all actives have a fitted effect of over 30% in size; many of its hits are not listed in these tables
# SMN2 splice up = enhancers of SMN2 splice variant expression; HEK293 SMN2-luciferase splicing reporter, luminescence, 30-36 h; Potency, µM (doses to about 46.1 µM), inactives show at the top dose activity change, positive = activation, actives largely listed as activators; 2.8% of 210,000 active; AID 1458; also: % of control where 0% means no effect; nearly all actives have a fitted effect of over 55% in size
#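 qHTS luciferase splicing reporter: luminescence rises when SMN2 exon 7 is included in transfected HEK293 cells. Compound exposure lasted 30-36 h at 37C, with 4.5 mM final sodium butyrate as control, followed by a ONE-Glo read.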
# RECQ1 inh = RECQ1 (human) helicase inhibition; P46063; RECQ1 DNA unwinding, red fluorescence kinetic read; 0.54% of 240,000 active; Potency, µM (doses to about 57.3 µM), without a hit: at the highest dose activity, negative = inhibition, hits mostly inhibitors;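 also: plate controls were vehicle for no effect and no enzyme for full effect; nearly all actives have a fitted effect of over 30% in size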
# Target sequence (P46063 whole entry, looked up): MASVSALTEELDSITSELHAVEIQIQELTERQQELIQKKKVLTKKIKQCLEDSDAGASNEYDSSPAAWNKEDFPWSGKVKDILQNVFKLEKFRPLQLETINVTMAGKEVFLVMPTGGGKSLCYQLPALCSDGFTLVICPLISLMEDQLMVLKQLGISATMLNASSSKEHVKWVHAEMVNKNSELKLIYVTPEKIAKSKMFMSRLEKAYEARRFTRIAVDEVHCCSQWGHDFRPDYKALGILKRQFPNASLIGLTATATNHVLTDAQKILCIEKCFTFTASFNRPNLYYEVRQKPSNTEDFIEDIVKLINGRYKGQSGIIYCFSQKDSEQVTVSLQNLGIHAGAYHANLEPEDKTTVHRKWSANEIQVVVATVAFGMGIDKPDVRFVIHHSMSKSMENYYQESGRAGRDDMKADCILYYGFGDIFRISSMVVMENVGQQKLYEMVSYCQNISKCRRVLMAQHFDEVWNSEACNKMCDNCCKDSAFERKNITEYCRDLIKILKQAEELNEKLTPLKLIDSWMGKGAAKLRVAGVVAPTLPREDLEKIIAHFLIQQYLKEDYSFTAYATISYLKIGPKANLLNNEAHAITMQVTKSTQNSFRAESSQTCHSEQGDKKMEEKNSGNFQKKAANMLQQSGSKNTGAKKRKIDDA
#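 50 nM RECQ1T1 preincubated 15 min with compound in Tris pH 8.0 buffer with MgCl2, DTT, Tween-20 and 2.5 ug/ml poly(dI-dC); started with 200 nM TAMRA/BHQ-2 forked duplex and 2 mM ATP. Unwinding read as fluorescence (525/598 nm), two reads 2 h apart.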
# TexasRed fluor = alters Texas Red total fluorescence, flagging assay interference; TRb/SRC2 Texas Red total fluorescence interference; Potency, µM (top dose mostly 106 µM), for inactives: at the highest dose fluorescence change, negative = quenching; 0.29% of 280,000 active; AID 1479; active = well fitted curve in either direction with a large enough effect; inconclusive = small, poorly fitted or top-dose-only effect; also: % is scaled to controls: 0 for no effect and ±100 for the full control effect
#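 Human TRb ligand-binding domain at 0.6 uM with 20 nM Texas Red SRC2 peptide in Tris buffer containing 1 uM T3 and 5% DMSO, incubated with compound 5 h at ambient temperature. Total fluorescence (555/632 nm) calculated as parallel + 2 × perpendicular.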
# * hit, by the source's call; i = inactive; u = inconclusive; x = not tested or not shown; [ ] = another dose, or the depositor's remark. Unless noted, calls follow the shape of the dose curve; as a rule, active = well fitted curve in the direction sought with a large enough effect; inconclusive = small, poorly fitted or top-dose-only effect, or another doubt; inactive = no such curve, though single readings can be large; an effect the other way counts as inactive or inconclusive. Potency is read from the fitted curve at half-maximal effect. The list is partial (hit frequency here may not be typical).
structure	Lamin A splicing	ALDH1A1 block	TRb-SRC2 inh	KDM4E inh	RGS12 GoLoco inh	SMN2 splice up	RECQ1 inh	TexasRed fluor
Cc1cc(C)cc(N(CC(=O)Nc2ccccc2)C2=NC3CS(=O)(=O)CC3S2)c1 (stereo not drawn)	x	3.5%	7.3%	-0.6%	2.8%	18.9%	i	-0.3%
CCC1(Cc2ccccc2)NC(=O)c2ccccc2O1 (stereo not drawn)	6.8%[46 µM]	-1.9%	2.5%	2.2%	4.0%	9.6%	0.0%	0.5%
COc1cc(S(=O)(=O)N(C)C2CCCCC2)c(C)cc1C	x	6.4%	-4.9%	-2.5%	-4.8%	-4.2%	-5.8%	0.6%
O=C1CC(c2cccnc2)c2cc3c(cc2N1)OCO3 (stereo not drawn)	-3.1%	11.5%	-0.9%	-2.4%	1.9%	u	1.2%	-1.3%
Cc1ccccc1NC(=O)c1cnc2ccccn2c1=O	0.2%	u	11.1%	7.0%	-13.9%	u	-9.9%	0.4%
Cn1ncc(Br)c1C(=O)N1CCOCC1	-5.0%	7.9%	-0.4%	11.2%	6.2%	4.1%	1.1%	1.5%
COc1ccc(N2C(=O)C(Cl)=C(N3CCCC3)C2=O)cc1	-7.6%	-9.8%	-0.6%	1.5%	4.5%	-16.5%	-2.8%	-0.4%
NNC(=O)CCc1nc2ccccc2[nH]1	x	6.7%	4.4%	57.9%[activator]	3.4%	13.9%	-7.8%	-0.5%
Cn1c(-n2c(CCN3C(=O)c4ccccc4C3=O)nc3ccccc3c2=O)nc2ccccc21	-10.3%	u	10.4%	u	-0.3%	u	2.8%	0.5%
COc1cccc(-c2nn(-c3ccccc3)cc2CN(C)C(C)c2ccon2)c1 (stereo not drawn)	30.7%[46 µM]	-31.7%	-4.5%	-28.4%	9.0%	x	-3.2%	-3.5%
O=C(CCN1CCOCC1)Nc1ccc2c(c1)CCC2	12.6%	-1.5%	-13.7%	3.6%	-4.5%	-0.1%	-11.0%	1.2%
COc1cccc(CC(=O)N2CCc3nc(COc4ccccc4)c4c(c3C2)CO[C@@H](C)C4)c1	8.0%[9.22 µM]	6.7%[13.5 µM]	0.4%[11.2 µM]	2.4%[11.4 µM]	7.0%[14.2 µM]	-3.6%[9.22 µM]	-0.8%[11.5 µM]	-3.4%[11.2 µM]
CCOCC(=O)Nc1cccc(C(=O)OCC)c1	-7.2%	u	1.4%	7.9%	2.6%	17.6%	-3.7%	1.1%
CCCc1nc(SCC(=O)Nc2cc(Cl)ccc2OC)c2c(=O)n(C)c(=O)n(C)c2n1	-2.5%	6.3%	1.8%	1.0%	-7.9%	-25.7%	-8.4%	1.5%
Cc1ccc(S(=O)(=O)Nc2c(C)n(C)n(-c3ccccc3)c2=O)cc1C(=O)NCc1ccccn1	0.2%	u	8.6%	7.5%	-2.6%	x	i	1.6%
COc1ccc2nc3cccc(OC)c3nc2c1	-2.7%[46 µM]	u	u	-23.9%	3.0%	u	0.6%	-11.9%
Cc1ccc(NC(=O)CN(C)S(=O)(=O)c2cccc3nsnc23)cc1	-3.6%	-1.9%	1.3%	1.8%	0.2%	-14.4%	-11.5%	-5.0%
CSc1ncccc1C(=O)OCC(=O)c1ccccc1	0.4%[46 µM]	7.3%	-2.2%	8.0%	6.4%	2.1%	-1.2%	-4.8%
Cc1ccc(NCCC(=O)c2ccccc2)cc1Cl	-14.6%[46 µM]	3.16µM*	5.8%	-19.4%	8.9%	7.6%	15.9%	-3.2%
CCOC(=O)N1CCC(NS(=O)(=O)c2cc(Br)cnc2N)CC1	u	-12.3%	-1.3%	u	-8.1%	-2.7%	-10.2%	2.0%
Cc1cccc(N=C2NC(=O)/C(=C/c3cccn3C)S2)c1C	x	x	-1.5%	3.3%	47.7%[activator]	x	-6.6%	3.5%
O=C(Cc1ccccc1)N1CCC(c2nc(-c3ccc(F)cc3)no2)CC1	u	-7.1%	1.1%	-3.7%	6.1%	-15.6%	-6.8%	7.9%
C/C(Cl)=C/CCl	x	u	2.7%	x	-9.8%	-3.6%	-4.1%	-1.3%
CCOc1c(Br)cc(CNc2ccc(N3CCOCC3)cc2)cc1OC	x	x	2.4%	-20.2%	-2.6%	x	-13.1%	-0.2%
Cc1cc(C(=O)Cn2nc(C(=O)O)c3ccccc3c2=O)c(C)n1-c1cccc(C(F)(F)F)c1	x	x	1.0%	-3.7%	7.6%	x	-4.1%	-1.4%

# Quoted at random: 2 records from the list
structure	Lamin A splicing	ALDH1A1 block	TRb-SRC2 inh	KDM4E inh	RGS12 GoLoco inh	SMN2 splice up	RECQ1 inh	TexasRed fluor
Cc1cc(C)cc(N(CC(=O)Nc2ccccc2)C2=NC3CS(=O)(=O)CC3S2)c1 (stereo not drawn)	x	3.5%	7.3%	-0.6%	2.8%	18.9%	i	-0.3%
O=C(CCN1CCOCC1)Nc1ccc2c(c1)CCC2	12.6%	-1.5%	-13.7%	3.6%	-4.5%	-0.1%	-11.0%	1.2%

# Next part
structure	Lamin A splicing	ALDH1A1 block	TRb-SRC2 inh	KDM4E inh	RGS12 GoLoco inh	SMN2 splice up	RECQ1 inh	TexasRed fluor
O=C(Nn1cc(C(=O)Nc2ccc(F)cc2F)c2ccccc2c1=O)c1cnccn1	x	-5.2%	1.0%	u	6.4%	-91.5%[inhibitor]	-0.4%	2.0%
COc1ccc(C)cc1S(=O)(=O)N1CCC(C)CC1	9.5%	4.7%	-5.4%	-4.2%	2.7%	-18.0%	i	1.1%
CCOC(=O)N1CCN(C(=O)c2c(-c3ccccc3)noc2C)CC1	-13.0%	-4.4%	-4.0%	2.5%	-2.1%	3.8%	-15.5%	1.5%
Cc1ccc(C2CC(=O)Oc3cc4c(cc32)OCO4)cc1 (stereo not drawn)	x	0.5%	2.4%	x	13.6%[88.7 µM]	x	31.6µM*	-4.2%
CC(C)(C#N)NC(=O)c1ccco1	-12.5%	3.8%	4.0%	2.9%	3.7%	1.7%	-2.7%	0.8%
Cc1cc(C)cc(N=C2NC(=O)/C(=C/c3cccs3)S2)c1	u	-17.8%	0.2%	-18.2%	1.78µM*	-22.3%	-10.5%	-7.4%
O=C(c1cccc(-c2ccc(O)cc2)c1)N1CCOCC1	-7.2%	-5.2%	0.7%	0.6%	5.1%	9.3%	-13.8%	-2.8%
O=[N+]([O-])c1cc(C(F)(F)F)cc([N+](=O)[O-])c1N1CCCNCC1	x	8.0%	6.7%	2.4%	-17.9%	-53.0%[inhibitor]	17.5%	1.2%
O=C(Nc1nnc(-c2ccc(Cl)cc2)o1)c1cccc(N2C(=O)CCC2=O)c1	-13.2%	4.2%	6.0%[53 µM]	u	1.8%	12.3%	i	-2.2%[53 µM]
CCN(C(=S)NCc1ccccc1)c1ccccc1	x	-3.8%	1.1%	-0.5%	-1.7%	-1.3%	-1.5%	-4.0%
Cc1ccc(S(=O)(=O)NCC(=O)N(c2ccccc2)C(C(=O)NCc2ccccc2)c2ccco2)cc1 (stereo not drawn)	u	11.4%	6.1%	-5.0%	5.7%	-10.3%	-2.7%	-0.6%
CSc1nc2sc(-c3ccccc3)cc2c(=O)n1N	5.8%	u	-6.4%	u	2.4%	2.82µM*	-2.9%	-2.1%
Cn1c(CCNC(=O)OC(C)(C)C)n[nH]c1=S	0.9%	-12.8%	-1.6%	2.2%	4.0%	-28.3%	-7.0%	-2.4%
CC(C)NC(=O)Cn1c(=O)cnc2ccccc21	-5.5%	u	1.5%	u	-4.0%	25.8%	-16.1%	0.8%
COCCNC(=O)C(c1ccc(C)o1)N(C(=O)C(=O)NC1CCCCC1)c1ccc(F)cc1 (stereo not drawn)	x	-14.1%	-9.5%	0.2%	15.1%	x	i	-8.1%
O=C(NC1CCCCC1)c1noc2c1CCCCC2	-13.7%	-13.3%	-19.9%	2.0%	2.6%	12.6µM*	-6.9%	-2.2%
COCCn1c(SCC(=O)Nc2nnc(C)s2)nnc1-c1ccco1	13.3%[46 µM]	1.8%	1.2%	-2.6%	-0.3%	x	-5.6%	-0.9%
CCOc1ccc(Cc2nc(-c3nonc3N)no2)cc1OCC	-0.5%	4.9%	-16.0%	-6.1%	10.1%	10.3%	i	0.2%
Cc1cccc(CCN(CC(=O)NC(C)(C)C)C(=O)c2csnn2)c1	2.9%[46 µM]	-3.1%	1.0%	0.0%	9.6%	-3.0%	i	-0.5%
CCOc1cc(-c2noc(-c3cccnc3)n2)ccc1OC	-2.2%	10.3%	-5.3%	2.1%	-11.8%	6.7%	-11.6%	-1.5%
Cc1occc1-c1nnc(SCC(=O)Nc2ccc3c(c2)OCO3)n1CC1CCCO1 (stereo not drawn)	1.4%	-3.3%	3.7%	5.4%	7.6%	-15.7%	-13.9%	0.5%
COc1ccccc1C(=O)COC(=O)CNS(=O)(=O)c1ccc(C)cc1	-7.6%[46 µM]	-2.6%	-4.2%	-10.6%	6.1%	17.7%	i	-2.1%
CC(=O)Nc1nc(SCCCc2ccccc2)n[nH]1	-4.8%	5.2%	-1.1%	0.0%	x	x	i	1.6%
O=C(Nc1cc(C(F)(F)F)ccc1N1CCOCC1)c1ccc[n+]([O-])c1	-7.7%	16.0%	-12.6%	-9.4%	7.5%	13.5%	-6.3%	-3.7%

# In the list so far, 3 have an NH in an aromatic ring:
structure	Lamin A splicing	ALDH1A1 block	TRb-SRC2 inh	KDM4E inh	RGS12 GoLoco inh	SMN2 splice up	RECQ1 inh	TexasRed fluor
NNC(=O)CCc1nc2ccccc2[nH]1	x	6.7%	4.4%	57.9%[activator]	3.4%	13.9%	-7.8%	-0.5%
Cn1c(CCNC(=O)OC(C)(C)C)n[nH]c1=S	0.9%	-12.8%	-1.6%	2.2%	4.0%	-28.3%	-7.0%	-2.4%
CC(=O)Nc1nc(SCCCc2ccccc2)n[nH]1	-4.8%	5.2%	-1.1%	0.0%	x	x	i	1.6%
